PfGluPho inh – PfG6PD (Plasmodium falciparum) enzyme inhibition; inhibition, % at 20 µM; AID 504690; PfGluPho enzyme, NADPH resazurin-diaphorase fluorescence; 350,000 compounds, 0.78% hits;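 active = inhibition reaching at least a set limit at 20 µM in the primary screen, cut at about 59% in these data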;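 also: 0% = DMSO wells with substrate and 100% = DMSO wells lacking glucose-6-phosphate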
SENP1 inh – blocks the human SENP1 SUMO protease catalytic domain; AID 624204; inhibition, % at 10 µM; 360,000 compounds, 0.21% hits; recombinant SENP1 catalytic domain, CyPet-SUMO1-YPet FRET cleavage; Q9P0U3;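 active = inhibition at least 30% at 10 µM, raw YFP signal under a set limit, fluorescence ratio 0.5 to 1.5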;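 also: 0% = enzyme with DMSO and 100% = no enzyme wells; some results filed as inactive read as strong as hits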
Target sequence (Q9P0U3 419-644 limits assumed): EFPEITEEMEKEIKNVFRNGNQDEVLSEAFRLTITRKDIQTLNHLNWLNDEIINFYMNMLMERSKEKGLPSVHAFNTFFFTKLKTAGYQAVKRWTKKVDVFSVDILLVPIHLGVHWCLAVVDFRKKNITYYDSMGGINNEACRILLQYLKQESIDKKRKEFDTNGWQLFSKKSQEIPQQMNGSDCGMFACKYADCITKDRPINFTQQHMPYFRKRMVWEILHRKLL
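System: Recombinant human SENP1 catalytic domain, His6-tagged | Incubation: Enzyme reaction for 50 min at room temperature, dark | Medium: Tris pH 8 with BME, BSA, NP40 and catalase | Also added: 25 nM SUMO1 FRET substrate | Compound: 10 µM single point, 0.5% DMSO | Measured by: FRET fluorescence in CFP and YFP emission channels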
SENP7 inh – inhibitors of human SENP7 protease. inhibition, % at 5 µM. 330,000 compounds, 1.5% hits. Q9BQF6. AID 434973. recombinant SENP7, Z-RLRGG-aminoluciferin luminescence, 40 min;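 active = inhibition above about 50% at the single test dose, limit read from the data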;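 also: plate controls were DMSO with enzyme for no effect and no enzyme buffer wells for full effect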
Target sequence (Q9BQF6 706-1050 limits assumed): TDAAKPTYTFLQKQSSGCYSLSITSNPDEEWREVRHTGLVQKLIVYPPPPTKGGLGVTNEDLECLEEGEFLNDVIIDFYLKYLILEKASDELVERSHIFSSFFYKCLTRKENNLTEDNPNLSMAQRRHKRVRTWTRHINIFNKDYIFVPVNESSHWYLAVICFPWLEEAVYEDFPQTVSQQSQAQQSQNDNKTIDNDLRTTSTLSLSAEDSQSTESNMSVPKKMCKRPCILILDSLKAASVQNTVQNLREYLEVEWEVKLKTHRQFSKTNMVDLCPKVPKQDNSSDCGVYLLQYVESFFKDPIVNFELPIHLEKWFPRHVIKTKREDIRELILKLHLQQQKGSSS
HKDC1 inhibitor – blocks human hexokinase HKDC1 activity. Q2TB90. recombinant HKDC1, G6PDH/diaphorase resazurin coupled fluorescence. 340,000 compounds, 0.16% hits. inhibition, % at 20 µM;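 active = inhibition above about 35% when tested at 20 µM, limit read from the data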;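 also: plate controls were DMSO wells with enzyme for no effect and DMSO wells lacking enzyme for full effect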
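test system = in-house recombinant HK5 (HKDC1) enzyme | amount = HKDC1 at 5 µg/mL | control set = DMSO-enzyme wells negative, buffer-substituted wells positive | compound = one dose of 20 µM, 1% DMSO | schedule = reaction time 90 min, room temperature, protected from light | technique = resorufin fluorescence at 613 nm | reagent = glucose with 1 mM ATP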
UBC13 polyUb – blocks human UBC13 polyubiquitin chain formation. P61088. TR-FRET. 330,000 compounds, 0.47% hits. AID 485273. inhibition, % at 20 µM; in the data active = inhibition above about 45%, passing the limit was not always enough
Target sequence (P61088 whole entry, looked up): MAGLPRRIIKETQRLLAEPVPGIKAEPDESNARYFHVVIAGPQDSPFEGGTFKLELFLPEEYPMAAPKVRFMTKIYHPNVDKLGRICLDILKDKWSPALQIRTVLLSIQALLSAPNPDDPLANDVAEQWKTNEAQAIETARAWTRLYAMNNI
beta cell repl – induces beta-cell replication in MIN6 cells; MIN6 cells proliferation, ATPlite luminescence, 48 h; cells starved in 0.2% serum; 100% = growth in 10% serum; proliferation, % at 10 µM; 330,000 compounds, 0.29% hits;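 active = compounds whose signal lies at least 3.5 SD above the mean of all wells on their plate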;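 also: 0% = DMSO-treated cells in low-serum medium and 100% = 10% serum control; some compounds called inactive have numbers as strong as hits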
SENP8 block-1 – inhibitors of human SENP8 protease; inhibition, % at 10 µM; 330,000 compounds, 1.2% hits; Q96LD8; AID 2540; purified SENP8, Z-RLRGG-aminoluciferin cleavage, luminescence; in the data active = inhibition above about 50%
Target sequence (Q96LD8 whole entry, looked up): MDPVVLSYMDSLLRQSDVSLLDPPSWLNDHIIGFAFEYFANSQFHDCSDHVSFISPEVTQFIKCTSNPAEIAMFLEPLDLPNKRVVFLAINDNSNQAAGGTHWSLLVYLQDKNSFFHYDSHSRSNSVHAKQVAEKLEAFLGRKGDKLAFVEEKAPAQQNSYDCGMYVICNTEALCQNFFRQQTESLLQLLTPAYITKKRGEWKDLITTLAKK
SENP8 block-2 – SENP8 (human) protease inhibition. Q96LD8. recombinant SENP8, Nedd8 substrate fluorescence. inhibition, % at 20 µM. 360,000 compounds, 0.64% hits. AID 602440; in the data active = inhibition mostly above about 40%, no sharp cut-off; inactive = mostly below about 27%
SENP6 block – blocks the human protease SENP6; Recombinant SENP6 catalytic domain, aminoluciferin luminescence; inhibition, % at 10 µM; 330,000 compounds, 1.8% hits;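 active = inhibition above about 50% at the single tested dose, limit read from the data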;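 also: plate controls were DMSO wells with enzyme for no effect and DMSO wells lacking enzyme for full effect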
The depositor's hits bear a star; i = inactive. This is a random part of the collection; any-hit rate near 4%.

Order of values – PfGluPho inh, SENP1 inh, SENP7 inh, HKDC1 inhibitor, UBC13 polyUb, beta cell repl, SENP8 block-1, SENP8 block-2, SENP6 block
- CC(=O)c1c(C)[nH]c(C(=O)NC2CCSc3ccccc32)c1C (stereo not drawn)
    -4, 0, 8, -3, 2, 4, -13, -1, -4
- CCN1CCCC1CNC(=O)c1cc(N)ccc1OC (stereo not drawn)
    10, 1, 11, 8, -2, -1, 0, -104, 0
- O=C1NC(=S)S/C1=C\c1ccc2ccccc2c1
    -7, 5, 10, 12, -15, -5, 88*, 18, 90*
- CSCC[C@H](NC(=O)NCc1ccccc1F)C(=O)O
    -6, 2, -8, -3, -5, -1, -10, 30, -11
- COc1ccccc1CNC(=O)C(Cc1c[nH]c2ccccc12)NC(=O)OCc1ccccc1 (stereo not drawn)
    9, -1, 3, -2, -1, 0, -5, 10, 19
- O=C(COc1ccc(Br)cc1Cl)NC(=O)NCc1ccccc1
    12, 1, 8, -7, 1, -3, -9, 28, -25
- COc1cc(NC(=S)NCCO)c(OC)cc1Cl
    -2, 0, 4, -3, -2, -3, 2, 30, 7
- CC(=O)NC(CC(=O)Nc1cc(Cl)ccc1-n1cncn1)c1ccccc1 (stereo not drawn)
    20, -7, -5, -9, 0, 4, -4, -6, -18
- CC(C(=O)Nc1ccc2c(c1)OCCO2)N(C)Cc1c(F)cccc1Cl (stereo not drawn)
    15, -3, -13, 3, 8, -5, 1, 5, -4
- Fc1ccc(CSc2ncnc3nc[nH]c23)cc1
    13, 2, -6, 1, 9, 0, -11, 1, 8
- CC(=O)c1cccc(NC(=O)/C=C/c2ccc(S(=O)(=O)N3CCOCC3)cc2)c1
    12, 4, 0, 6, 10, -3, 6, 7, -9
- CCOc1ccc(OCc2ccc(C(=O)N3CCc4ccccc4C3)o2)cc1
    8, -4, 6, -3, -8, -3, 6, -12, 22
- O=C1c2ccccc2C2=Nc3ccccc3SC(c3ccc(Cl)cc3)C12 (stereo not drawn)
    33, 6, -2, 8, -48, 0, 0, 21, -13
- O=C(CN1C(=O)C(=O)N(C2CCCC2)C1=O)Nc1ccc([N+](=O)[O-])cc1
    -7, 3, 1, -2, -6, 0, 1, 4, -5
- Cc1ccc(NS(=O)(=O)c2cccc3cccnc23)c(Cl)c1
    19, 3, -4, 5, 4, 0, -2, 17, -14
- COc1ccc(N(CC(=O)N/N=C(\C)c2ccccc2)S(=O)(=O)c2ccccc2)cc1
    -12, 1, -9, -4, -10, 3, 3, 29, -18
- C/C(=C/c1oc2ccc(O)cc2c1[N+](=O)[O-])N(C)C
    2, 7, 0, 9, -423, 2, 3, 25, -28
- C[C@H](CO)N1C[C@H](C)[C@@H](CN(C)C(=O)Nc2ccc(C(F)(F)F)cc2)Oc2ccc(NC(=O)Cc3ccccc3)cc2C1=O
    7, 1, 8, -1, 5, -4, -1, 0, 4
- Cc1c(Cl)cccc1NC(=S)NCC(c1cccnc1)N(C)C (stereo not drawn)
    -14, 1, 1, -5, 3, 0, 5, 15, 1
- Cc1cc2occ(CC(=O)OCC(=O)Nc3sc4c(c3C#N)CCC(C)C4)c2cc1C (stereo not drawn)
    16, -6, 21, -6, -5, -3, 2, 3, -9
- Cc1ccc(NC(=O)CSc2ccc(-c3ccco3)nn2)c(C)c1
    10, 0, 9, -1, -3, -1, 4, 3, 4
- O=C(NCc1c(Cl)cccc1Cl)c1ccc2nnsc2c1
    5, -12, 2, -6, 6, 4, -1, -12, -7
- CC(=O)c1cccc(NC(=O)NN2CCN(C)CC2)c1
    8, 1, 3, 0, 5, -1, 0, 3, 9
- COc1cc(S(=O)(=O)N(Cc2ccc(C)cc2)C2CCCCC2)ccc1-n1cnnn1
    21, 2, -1, -8, -4, -3, 0, 10, 8
- CCCCN(C)S(=O)(=O)c1ccc(C(=O)Nc2nnc(-c3ccco3)o2)cc1
    -25, 2, 7, -7, -16, -5, 0, 14, 5
- COc1cc(-c2cc(C(=O)N3CCCCCC3)c3ccccc3n2)cc(OC)c1OC
    -7, 3, 12, 5, 8, -2, -7, i, -15
- CC(C)(C)NS(=O)(=O)c1cnc(Cl)c(Cl)c1
    -7, 0, -4, 3, -4, -5, -10, 9, 5
- CCOC(=O)C1=C(N)Oc2cc(C)oc(=O)c2C1c1cccnc1 (stereo not drawn)
    -7, 3, 0, -5, 6, 3, 1, 27, 0
- CC(C)c1cc(NCCCN2CCOCC2)n2c(nc3ccccc32)c1C#N
    -4, -128, 11, 14, 3, -4, -3, -256, 11
- CC(C)(C)CC(=O)NCCCCCCNC(=O)CC(C)(C)C
    5, -2, -1, -12, 11, -1, -5, 6, -4

Next part (2 carried over from the part before).
Order of values – PfGluPho inh, SENP1 inh, SENP7 inh, HKDC1 inhibitor, UBC13 polyUb, beta cell repl, SENP8 block-1, SENP8 block-2, SENP6 block
- CC(C)c1cc(NCCCN2CCOCC2)n2c(nc3ccccc32)c1C#N
    -4, -128, 11, 14, 3, -4, -3, -256, 11
- CC(C)(C)CC(=O)NCCCCCCNC(=O)CC(C)(C)C
    5, -2, -1, -12, 11, -1, -5, 6, -4
- CCOc1ccc(CCNC(=O)CN2CCN(Cc3ccccc3C)C2=O)cc1OCC
    -5, 3, 1, -4, 2, 1, -3, 17, -1
- CCOCCCNC(=O)c1ccccc1SC
    11, 4, 2, -9, 2, -2, -4, 13, -6
- CNc1nc(SCC(=O)Nc2ccc(Cl)c(Cl)c2)nc(N2CCOCC2)n1
    -4, 2, -10, 1, 4, -1, 4, 11, -2
- CN(C(=O)COC(=O)c1cc2ccccc2cc1O)c1ccccc1
    33, 4, -3, -1, 14, -4, 4, -153, 2
- CCOc1cc(CNc2ccc(S(N)(=O)=O)cc2)cc(Cl)c1OC
    -4, 1, 1, -4, 12, 0, 0, 7, 5
- Cc1sc2nc(C(C)C)nc(SCC(=O)N3CCOCC3)c2c1C
    9, -2, 1, 7, -1, -1, -6, 0, 9
- CCOC(=O)Cc1csc(NC(=O)/C=C\c2ccccc2Cl)n1
    14, 1, 0, 6, 6, -2, -8, -18, -5
- COc1cc(C2C(C(=O)c3cc4ccccc4o3)=C(O)C(=O)N2CCN2CCOCC2)ccc1OCCC(C)C (stereo not drawn)
    -29, -19, 6, 3, -10, -3, -24, -28, 22
- CCOC(=O)c1sc2nc(CC(=O)OC)nc(NCC(=O)OC)c2c1C
    -13, 2, 10, -13, 11, -2, -2, -289, -24
- CCOC(=O)c1nn(-c2ccccc2)c(=O)cc1OCC(=O)Nc1cc(C)ccc1OC
    -6, 11, 7, 1, 48*, 2, 3, -37, -8
- CC(C)(C)n1nnnc1C(c1cccs1)N1CCCc2ccccc21 (stereo not drawn)
    8, -1, 12, -1, 1, 2, -2, 10, 3
- CCN(C(=O)c1ccc2c(=O)n3c(nc2c1)CCCCC3)c1ccccc1C
    0, 0, -5, -4, 6, -4, -5, 14, 5
- Cc1cc(C)nc(NS(=O)(=O)c2ccc(NC(=O)c3cc4c(=O)n5cccc(C)c5nc4n3C)cc2)n1
    -5, -32, 7, 1, 13, -3, 8, -406, 19
- Cc1ccc(NC(N)=S)cc1C
    -1, 1, 4, -8, -2, -1, -8, -2, -25
- O=C(COc1ncnc2sccc12)Nc1cccc(S(=O)(=O)N2CCCC2)c1
    8, -58, -6, -2, -5, -4, -7, -31, -7
- CC1=NN(c2ccccc2)C(=O)/C1=C/c1cccs1
    -14, 0, 19, 10, -19, -1, -1, 16, 9
- COc1ccccc1OCCCCN1CCCCC1
    -14, 1, -1, -1, -2, 3, -6, 5, -6
- CC(C)(C)NCCOc1ccc2ccccc2c1
    -7, 1, -6, -3, -6, -2, -7, 11, 7
- COC(=O)c1ccccc1NC(=O)c1ccc(COc2cc(C)cc(C)c2)o1
    6, -6, 3, -3, 1, -4, 3, -36, 19
- CC(C(=O)OCC(=O)N1CCCCC1)N1C(=O)c2ccccc2C1=O (stereo not drawn)
    -8, 1, -3, -7, 11, -3, 11, 21, 4
- Cc1c(C(=O)OCC(=O)NCc2ccco2)oc2ccccc12
    5, 3, 3, -1, 4, -1, -3, -1, -22
- COc1ccccc1N(C)S(=O)(=O)c1ccc(C(=O)OCC(=O)N(C)c2ccccc2)cc1
    12, 2, 1, 9, -5, -4, -1, 16, -14
- Cc1ccc(NC(=O)CCC(=O)OCC(=O)c2ccc(Oc3ccc([N+](=O)[O-])cc3)cc2)cc1C
    -17, 3, 5, -3, -5, -4, 7, 14, -4
- Cn1c(=O)n(C)c2cc(/C=N/NC(=O)c3ccc(Cl)cc3Cl)ccc21
    16, 2, -7, 0, -14, 0, -5, -60, -11
- C=CCn1c(-c2csc3c2CCC(C)C3)n[nH]c1=S (stereo not drawn)
    36, -1, -1, -7, 4, 0, -3, 9, -2
- CSCC[C@H](NC(=O)OC(C)(C)C)C(=O)N/N=C/c1cc2ccc(C)cc2nc1Cl
    18, 1, 7, -5, 0, -1, 2, -6, 13
- CC(C)NC(=O)c1nc2ccccc2s1
    -8, 1, -3, 12, -4, 0, -7, 15, -14
- CCOC(=O)C1=C(CC)OC(N)=C(C#N)C1c1ccsc1 (stereo not drawn)
    1, -5, 0, 0, -9, -1, -3, -5, -2
- O=C(NCc1cnn(-c2ccccc2)c1)C1CCC(=O)N(C2CC2)C1 (stereo not drawn)
    1, -3, -5, 6, -6, 1, -7, 6, -9
- O=C(Cn1ncc2c3ccccc3n(Cc3ccccc3)c2c1=O)NC1CCCC1
    -8, -2, 0, 3, 1, 0, 2, -129, -4
- CC(=O)c1ccc(NC(=O)CSC2=NS(=O)(=O)c3cc(Cl)ccc3N2)cc1
    -30, 1, -1, 0, -14, -2, 6, 2, -1
- Cc1c(OCC(=O)NCCCN2CCCC2=O)ccc2c3c(c(=O)oc12)CCCC3
    5, 1, -5, 6, -5, -1, -4, -196, -3
- Cc1ccc(NC2=C(Cl)C(=O)OC2OC(=O)c2ccc(C)cc2)cc1 (stereo not drawn)
    24, 1, -7, 5, 7, -5, -9, 14, -12

Screening data as filed in PubChem.
